RGS4 inh: inhibitors of human RGS4; B-score at 10 µM; HEK293 M3R/RGS4 inducible, Fluo-4 calcium flux; active compounds read high; triggered by carbachol at its EC20; 0.45% of 310,000 active;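 active means B-score, a plate-corrected calcium signal, over three deviations above library mean, with baseline fluorescence within five deviations of library mean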;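 further: RGS4 expression induced by doxycycline in cells with stable M3 receptor; B-score is computed from the integrated fluorescence ratio over baseline after carbachol; higher B-score means a larger calcium signal and so more RGS4 inhibition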
Platelet DG rel: platelet dense granule release activity; inhibition, %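 (compounds screened at 7.5 µM in platelet-rich plasma)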; AID 1663; human platelet-rich plasma, SFLLRN dense granule ATP release, luminescence; 0.22% of 300,000 active;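 active means mean replicate score, as percent of positive control, at or above 50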
MrgX1 agonist: activates human MrgX1 receptor signaling | 0.44% of 310,000 active | AID 588627 | MrgX1-HEK293 cells, Fluo-4 calcium fluorescence, agonist mode; active compounds read high | Q96LB2 | B-score at 10 µM;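 active means calcium response B-score plate-corrected fluorescence ratio at least 3 library SD, with starting fluorescence B-score inside 5 SD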
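Assay system: stable human MrgX1 HEK293 cell line. Quantity: 15,000 cells per well. Schedule: cells plated overnight, dye loaded 0.5 h 37 °C, 0.5 h room temperature. Detection: Fluo-4 NW calcium-flux fluorescence, kinetic read. Read-out basis: peak-minus-minimum fluorescence over baseline, converted to B scores. Control set: positive and negative control wells on each plate.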
MrgX1 antagonist: human MrgX1 receptor antagonism, primary screen. Q96LB2. MRGX1-HEK293 calcium flux, Fluo-4, BAM8-22 antagonism; active compounds read low. B-score at 10 µM. 1.3% of 310,000 active;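 active means calcium-response B-score plate-corrected more than 3 library SD below zero, starting fluorescence within 5 deviations, no agonist response on first addition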;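 further: peak minus trough fluorescence over baseline after final BAM8-22 challenge near maximal dose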
TRPC6 activator: mouse TRPC6 channel activation; Q61143; HEK293-TRPC6 membrane potential dye fluorescence; active compounds read high; B-score at 10 µM; 0.13% of 310,000 active; AID 2550;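 active means B-score of the integrated fluorescence ratio above library mean plus 3 SD, and starting fluorescence ratio within library mean plus 5 SD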;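 further: higher score means more depolarization so channel activation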
RGS4 act: potentiators or activators of RGS4; AID 463111; B-score at 10 µM; HEK293 M3R/inducible RGS4, carbachol calcium flux Fluo4; active compounds read low; 0.92% of 310,000 active;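 active means B-score of the integrated calcium signal more than 4 SD below the library mean, with starting fluorescence not abnormally high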;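 further: negative B-score means reduced calcium response which marks RGS4 activation or potentiation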
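Detection: kinetic calcium fluorescence imaging with Fluo4-AM dye, 2 µM / Material: HEK293 cells with stable M3R and inducible RGS4 / Schedule: recording 10 s baseline at 1 Hz, 100 s post-agonist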
TRPC4 block: TRPC4 (mouse) channel inhibition; Q9QUQ5; HEK293 TRPC4beta/mu-opioid, DAMGO-evoked Fluo4 calcium flux; active compounds read low; B-score at 10 µM; 0.39% of 300,000 active;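 active means B-score over 3 SD under the library average, no early fluorescence shift, positive overall ratio signal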
Target sequence (Q9QUQ5 whole entry, looked up): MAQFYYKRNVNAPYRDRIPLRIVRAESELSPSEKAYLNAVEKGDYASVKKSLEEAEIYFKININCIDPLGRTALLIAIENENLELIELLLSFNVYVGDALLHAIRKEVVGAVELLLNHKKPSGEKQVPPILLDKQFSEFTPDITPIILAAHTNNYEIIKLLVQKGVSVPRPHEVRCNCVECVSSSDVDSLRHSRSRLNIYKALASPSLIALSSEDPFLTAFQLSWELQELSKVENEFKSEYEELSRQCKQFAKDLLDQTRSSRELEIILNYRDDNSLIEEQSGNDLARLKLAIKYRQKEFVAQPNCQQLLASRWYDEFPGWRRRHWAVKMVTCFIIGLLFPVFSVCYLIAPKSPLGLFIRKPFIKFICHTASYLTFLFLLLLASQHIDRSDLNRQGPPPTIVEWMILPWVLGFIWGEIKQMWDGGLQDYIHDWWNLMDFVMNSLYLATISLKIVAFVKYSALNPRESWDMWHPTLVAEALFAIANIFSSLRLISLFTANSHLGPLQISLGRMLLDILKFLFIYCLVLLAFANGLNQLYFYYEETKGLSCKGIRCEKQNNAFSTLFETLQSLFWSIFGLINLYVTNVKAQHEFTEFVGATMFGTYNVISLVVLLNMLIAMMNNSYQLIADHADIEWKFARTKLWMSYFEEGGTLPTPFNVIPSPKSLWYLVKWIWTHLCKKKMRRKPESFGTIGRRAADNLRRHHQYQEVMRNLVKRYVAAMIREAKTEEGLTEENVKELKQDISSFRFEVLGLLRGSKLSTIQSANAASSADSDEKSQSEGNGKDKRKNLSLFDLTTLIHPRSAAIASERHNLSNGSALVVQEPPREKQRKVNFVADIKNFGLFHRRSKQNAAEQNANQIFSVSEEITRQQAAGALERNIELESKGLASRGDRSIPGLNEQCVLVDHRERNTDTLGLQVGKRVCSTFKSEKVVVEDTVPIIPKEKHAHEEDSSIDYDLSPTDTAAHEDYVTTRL
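Assay system: HEK293 cells with stable TRPC4beta plus mu-opioid receptor expression. Dosing: single dose. Measured by: Fluo4 Ca2+ flux fluorescence. Also added: DAMGO in two steps, submaximal then maximal. Read-out: B score from integrated Fluo4 fluorescence ratio.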
HIF activator: HIF pathway transcriptional activation; AID 1910; U2OS HRE-luciferase reporter, luminescence; normalized: DMSO 0%, desferrioxamine 100%; 0.32% of 300,000 active; activation, % at 7.5 µM (by protocol);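 active means mean activation of at least 10% of the iron chelator positive control signal, with at least half of replicates also reaching 10%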
MrgX1 PAM: allosterically activates human MrgX1 receptor signaling; Q96LB2; MrgX1-HEK293, Fluo-4 calcium flux, FDSS; active compounds read high; B-score at 10 µM; 0.63% of 310,000 active; AID 588675;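 active means plate-corrected calcium response at least 3 library SD above typical, normal starting fluorescence, not activating the receptor alone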;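 further: compound read alongside a low EC10 to EC30 dose of BAM8-22 agonist; peak minus trough fluorescence over baseline measured at the second addition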
SKKanGAS inh: inhibitors of SKKanGAS S. pyogenes growth in kanamycin (SK-promoter or general growth effect). AID 1662. inhibition, % at 7.5 µM. BacTiter-Glo, 6 h. 1.3% of 300,000 active;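 active means mean replicate score, as percent of positive control median, at least 50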;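 further: strain carries kanamycin resistance gene driven by streptokinase promoter and grows in 40 µg/ml kanamycin; loss of luminescence reflects streptokinase promoter inhibition or plain growth inhibition; 0% = median of DMSO wells and 100% = positive control at its reference dose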
TRPC6 inhibitor: mouse TRPC6 channel inhibition. Q61143. HEK293-TRPC6, membrane potential dye, ACh-evoked depolarization; active compounds read low. B-score at 10 µM. 1.1% of 310,000 active;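 active means B-score under library mean minus 3 SD, initial fluorescence not abnormally high, positive integrated signal ratio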;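 further: B-score derived from integrated fluorescence ratio over the kinetic read; more negative B-score means stronger inhibition of depolarization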
The depositor's hits bear a star; i = inactive; x = no result given.

SMILES	RGS4 inh	Platelet DG rel	MrgX1 agonist	MrgX1 antagonist	TRPC6 activator	RGS4 act	TRPC4 block	HIF activator	MrgX1 PAM	SKKanGAS inh	TRPC6 inhibitor
Cc1ccc(S(=O)(=O)N2CCCC(NC(=O)N3CCN(c4ccccc4)CC3)C2)cc1 (centres undefined)	i	-5	i	i	i	i	i	0.5	i	-1	i
CSc1ccc(CNCCCSc2ncccn2)cc1	i	7	i	i	i	i	i	0.8	i	-2	i
Cn1c(Cn2cnc([N+](=O)[O-])n2)nnc1SCC(=O)Nc1ccc(Br)cc1	i	0	i	i	i	i	i	0.2	i	-3	i
CN(CC(=O)Nc1ccc(Cl)c(Cl)c1)C(=O)CC1OC(=O)c2ccccc21 (centres undefined)	i	16	i	i	i	i	i	-0.4	i	9	i
CCO[C@@H]1OC(C(=O)N2CCOCC2)=C[C@H](C2CCCCC2)[C@H]1CCCO	i	-2	i	i	i	i	i	-0.3	i	-2	i
COc1ccc(N2CCN(C(=O)Cn3cnc4sc(C)c(S(=O)(=O)N5CCOCC5)c4c3=O)CC2)cc1	i	9	i	i	i	i	i	-0.1	i	-1	i
Cn1c(CN2CCCCC2)nc2cc(NC(=O)c3ccc(Cl)cc3)ccc21	i	-1	i	i	i	i	i	1.9	i	-9	i
CC(C)OP(=O)(CCP(=O)(OC(C)C)OC(C)C)OC(C)C	i	-1	i	i	i	i	i	-0.7	i	-3	i
CCNC(=S)N/N=C/c1ccc(OCC(=O)Nc2ccc(OC)cc2)c(OC)c1	i	0	i	i	i	i	i	-0.4	i	27	i
CCn1cc(CN2CCN(Cc3ccc(OC)c(C)c3C)C(CCO)C2)c(C)n1 (centres undefined)	i	3	i	i	i	i	i	0.0	i	-2	i
COc1ccc(C2NCCn3cccc32)cc1 (centres undefined)	i	6	i	i	i	i	i	1.2	i	4	i
COC(=O)CCC(=O)NNC(=O)c1cccc(Br)c1	i	-10	i	i	i	i	i	-0.1	i	-14	i
CC(C)CNS(=O)(=O)c1ccc(S(=O)(=O)NC2CCOC(C)(C)C2)cc1 (centres undefined)	i	-10	i	i	i	i	i	-0.2	i	-10	i
NC(=O)c1nn(-c2ccccc2)nc1NC(=O)Cn1nnc(-c2ccccc2)n1	i	-16	i	i	i	i	i	-1.7	i	-2	i
Oc1ccc(Nc2nc(-c3cccs3)cs2)cc1	i	7	i	i	i	i	i	0.1	i	20	i
Cc1ccc(-c2nc(CCN3C(=O)c4ccccc4C3=O)cs2)cc1	i	-7	i	i	i	i	i	0.5	i	-3	i
OCCN(Cc1ccccc1)Cc1ccc(Cl)cc1Cl	i	-5	i	i	i	i	i	-0.1	i	5	i
CCc1nc2ccccc2n1CCC(C)C	i	0	i	-6.3*	i	i	i	-0.2	i	0	i
Cc1ccccc1C(=O)Nc1nnc(-c2ccc(F)cc2)o1	i	3	i	i	i	i	i	-0.1	i	61*	i
O=C(CCn1cncn1)N1CCN(S(=O)(=O)c2ccc(Cl)cc2)CC1	i	-1	i	i	i	i	i	-0.4	i	3	i
Cc1ccc(-n2[nH]c(C)c(/C=N/N3C(=O)c4cccc5cccc(c45)C3=O)c2=O)cc1	i	-3	104*	i	i	-9.3*	i	-0.4	i	8	i
O=C(COC(=O)c1cc([N+](=O)[O-])ccc1NCCO)Nc1cccc(S(=O)(=O)N2CCCC2)c1	i	-10	i	i	i	i	i	-0.1	i	-8	i
CCCCc1nc(Cl)c(C#N)c2c1CCCC2	i	-1	i	i	i	i	i	-0.4	i	2	i
CCCCc1nnc(NC(=O)C2CC(=O)N(c3ccc(C)cc3)C2)s1 (centres undefined)	i	9	i	i	i	i	i	0.3	i	13	i
Cc1cccc(NCc2nc(SCC(=O)Nc3ccccc3Br)n[nH]2)c1	i	0	i	i	i	i	i	0.5	i	-9	i
COc1ccc(C(=O)Nc2ccccc2C(=O)Nc2ccccc2C(=O)O)cc1	i	16	i	i	i	i	i	0.5	i	26	i
O=C(NC1CCCC1)C1C2C=CC3(CN(Cc4cccs4)C(=O)C13)O2 (centres undefined)	i	-8	i	i	i	i	i	0.0	i	-1	i
c1ccc2c(c1)NC1(CCCCCC1)n1c-2nc2ccccc21	i	2	i	i	i	i	i	3.6	i	0	i
Cc1oc(-c2ccc(Cl)cc2)nc1CS(=O)CC(=O)NCc1ccccn1 (centres undefined)	i	-1	i	i	i	i	i	-0.3	i	0	i
CCOC(=O)c1sc(C)c2c(=O)n(CCCN3CCOCC3)cnc12	i	-6	i	i	i	i	i	-0.2	i	-13	i

Quoted at random: four compounds from above, in no set order.
SMILES	RGS4 inh	Platelet DG rel	MrgX1 agonist	MrgX1 antagonist	TRPC6 activator	RGS4 act	TRPC4 block	HIF activator	MrgX1 PAM	SKKanGAS inh	TRPC6 inhibitor
CCCCc1nc(Cl)c(C#N)c2c1CCCC2	i	-1	i	i	i	i	i	-0.4	i	2	i
Cc1oc(-c2ccc(Cl)cc2)nc1CS(=O)CC(=O)NCc1ccccn1 (centres undefined)	i	-1	i	i	i	i	i	-0.3	i	0	i
Cc1cccc(NCc2nc(SCC(=O)Nc3ccccc3Br)n[nH]2)c1	i	0	i	i	i	i	i	0.5	i	-9	i
CCCCc1nnc(NC(=O)C2CC(=O)N(c3ccc(C)cc3)C2)s1 (centres undefined)	i	9	i	i	i	i	i	0.3	i	13	i

(cont.)
SMILES	RGS4 inh	Platelet DG rel	MrgX1 agonist	MrgX1 antagonist	TRPC6 activator	RGS4 act	TRPC4 block	HIF activator	MrgX1 PAM	SKKanGAS inh	TRPC6 inhibitor
CCOCCOc1nc(C)cc(C)c1S(=O)(=O)c1ccccc1C	i	3	i	i	i	i	i	-0.8	i	0	i
CC1(C(=O)NCCCN2CCOCC2)Oc2cccnc2NC1=O (centres undefined)	i	4	i	i	i	i	i	-0.1	i	5	i
Cc1cccc(OCC(=O)NNC(=O)c2ccc([N+](=O)[O-])cc2)c1	i	0	i	i	i	i	x	-0.5	i	2	i
Cc1c(CCO)c(=O)n(-c2ccccc2)n1S(=O)(=O)c1ccc(Cl)cc1	i	1	i	i	i	i	i	-34	i	15	i
COc1ccc(C(=O)NCCCCNC(=O)c2ccc(OC)c(OC)c2)cc1OC	i	-2	i	i	i	i	i	0.6	i	-6	i
COc1cccc(-n2c(=O)c3c(C)c(C(=O)N(C)C)sc3n(CC(=O)NCCc3ccc(OC)c(OC)c3)c2=O)c1	i	8	i	i	i	i	i	0.2	i	1	i
COc1ccccc1NS(=O)(=O)c1cccc(C(=O)NCc2ccncc2)c1	i	0	i	i	i	i	i	1.2	i	9	i
Cc1ccc(S(=O)(=O)Nc2c(C)nn(C)c2C)c(C)c1	i	-18	i	i	i	i	i	0.3	i	-7	i
Cc1cnc(C(=O)OCC(=O)N2CCN(C(=O)c3ccco3)CC2)cn1	i	-5	i	i	i	i	i	-0.1	i	5	i
COc1cc(OC)cc(C(=O)NCCSc2c[nH]c3ccccc23)c1	i	12	i	i	i	i	i	-0.6	i	-4	i
OCCN(/C=N/c1nc(-c2ccc(Br)cc2)cs1)CCO	i	1	i	i	i	i	i	1.8	i	-7	i
COc1ccc2nc(SCC(=O)N3CCN(c4ccc(F)cc4)CC3)c(C#N)cc2c1	i	-5	i	i	i	i	i	0.8	i	10	i
CCc1cc2c(=O)n(C(C)C(=O)OC3CCCCC3)cnc2s1 (centres undefined)	i	16	i	i	i	i	i	1.7	i	-5	i
CCN=C(NCC)SC1CC(=O)N(CCc2ccccc2)C1=O (centres undefined)	i	-2	i	i	i	i	i	-0.5	i	2	i
CCOC(=O)c1cc([N+](=O)[O-])sc1NC(=O)CC	i	21	i	i	i	i	i	-0.3	i	2	i
Cc1cccc(N(C)S(=O)(=O)c2ccc3[nH]c(=O)c(=O)[nH]c3c2)c1	i	4	i	i	i	i	i	-0.5	i	-2	i
Cc1c(NC(=O)CN2CCCc3ccccc32)c(=O)n(-c2ccccc2)n1C	i	2	i	i	i	i	i	-0.5	i	-6	i
CCc1nnc(NC(=O)CCC(=O)NC2CCCc3ccccc32)s1 (centres undefined)	i	-7	i	i	i	i	i	-0.2	i	2	i
O=C(CCCCn1c(=O)[nH]c2ccsc2c1=O)NCc1cccnc1	i	1	i	i	i	i	i	-0.3	i	-1	i
CC(=O)Nc1ccc(NC(=O)c2ccc3c(c2)CCN3S(C)(=O)=O)cc1	i	-13	i	i	i	i	i	3.2	i	-1	i
Cc1c(C(=O)NCCCN2CCOCC2)oc2ccc(S(=O)(=O)N3CCOCC3)cc12	i	-5	i	i	i	i	i	-0.4	i	-12	i
CCOc1ccc(C(=O)CN2CCN(S(=O)(=O)c3ccc(OC)cc3)CC2)cc1	i	8	i	i	i	i	i	-0.2	i	2	i
C=CCSc1nnc2c(n1)OC=Nc1ccc(Br)cc1-2	i	10	i	i	i	i	i	0.1	i	13	i
Cc1nonc1CN(C)C(=O)CC1C(=O)NCCN1Cc1ccc(F)c(F)c1 (centres undefined)	i	6	i	i	i	i	i	0.2	i	-1	i
Cc1cc(C)cc(C(=O)N[C@@H](C)C(=O)N2CCC3(CC2)NCCc2[nH]cnc23)c1	i	2	i	i	i	i	i	-0.3	i	-1	i
O=C(c1ccc(-c2cccc(Cl)c2Cl)o1)N1CCOCC1	i	7	i	i	i	i	i	3.1	i	4	i
COc1ccc2c(c1)CCCC21NC(=O)N(CC(=O)NC(=O)NCc2ccccc2)C1=O (centres undefined)	i	12	i	i	i	i	i	-0.9	i	-6	i
CCOC(=O)C(C)Oc1cccc2c(=O)n(CC(=O)N3CCN(C(=O)OCC)CC3)ccc12 (centres undefined)	i	21	i	i	i	i	i	0.0	i	-5	i
Cc1nn(-c2ccccc2)c(C)c1NC(=O)COC(=O)CCCOc1ccccc1	i	-1	i	i	i	i	i	-0.8	i	-13	i
CC(=O)/C=C1/SC(CC(=O)O)C(=O)N1c1ccccc1 (centres undefined)	i	-1	i	i	i	i	i	0.1	i	3	i
COCCN(CCOC)S(=O)(=O)c1ccc(C(=O)Nc2ccc([N+](=O)[O-])cc2OC)cc1	i	-2	i	i	i	i	i	0.2	i	-3	i
Cc1cc(CN2CCN(CCC#N)CC2)c(O)c(C2(C)CCCCC2)c1	i	-2	i	i	i	i	i	-0.1	i	26	i

Screens (PubChem)
